# Bioassay records as filed in PubChem BioAssay.
# DT40 TDP1 CPT: growth inhibition of DT40 Tdp1-/-;hTDP1 cells with camptothecin (screen for TDP1 inhibitors); chicken DT40 Tdp1-/-;hTDP1 cells + 20 nM CPT, ATP luminescence, 48 h; Potency, µM (titrated, usually from 46.2 µM), inactives show at the top dose activity change, negative = growth inhibition, most hits filed as inhibitors; 420,000 tested, 12% active; AID 686979; note: nearly all actives have a fitted effect of over 55% in size
#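 Cell growth measured by CellTiter-Glo luminescence after a minimum 48 h, 37 C compound exposure with 20 nM CPT in Tdp1-knockout DT40 cells stably expressing hTDP1, seeded 400/well; qHTS titration format.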
# KAT2A inh: inhibitors of human GCN5L2 histone acetyltransferase; Q92830; GCN5L2 HAT assay, ThioGlo1 CoA-SH fluorescence; Potency, µM (highest dose often 58.9 µM), for inactives: at the top dose activity change, negative = inhibition, usual class: inhibitors; 390,000 tested, 0.21% active; AID 504327
# Target sequence (Q92830 whole entry, looked up): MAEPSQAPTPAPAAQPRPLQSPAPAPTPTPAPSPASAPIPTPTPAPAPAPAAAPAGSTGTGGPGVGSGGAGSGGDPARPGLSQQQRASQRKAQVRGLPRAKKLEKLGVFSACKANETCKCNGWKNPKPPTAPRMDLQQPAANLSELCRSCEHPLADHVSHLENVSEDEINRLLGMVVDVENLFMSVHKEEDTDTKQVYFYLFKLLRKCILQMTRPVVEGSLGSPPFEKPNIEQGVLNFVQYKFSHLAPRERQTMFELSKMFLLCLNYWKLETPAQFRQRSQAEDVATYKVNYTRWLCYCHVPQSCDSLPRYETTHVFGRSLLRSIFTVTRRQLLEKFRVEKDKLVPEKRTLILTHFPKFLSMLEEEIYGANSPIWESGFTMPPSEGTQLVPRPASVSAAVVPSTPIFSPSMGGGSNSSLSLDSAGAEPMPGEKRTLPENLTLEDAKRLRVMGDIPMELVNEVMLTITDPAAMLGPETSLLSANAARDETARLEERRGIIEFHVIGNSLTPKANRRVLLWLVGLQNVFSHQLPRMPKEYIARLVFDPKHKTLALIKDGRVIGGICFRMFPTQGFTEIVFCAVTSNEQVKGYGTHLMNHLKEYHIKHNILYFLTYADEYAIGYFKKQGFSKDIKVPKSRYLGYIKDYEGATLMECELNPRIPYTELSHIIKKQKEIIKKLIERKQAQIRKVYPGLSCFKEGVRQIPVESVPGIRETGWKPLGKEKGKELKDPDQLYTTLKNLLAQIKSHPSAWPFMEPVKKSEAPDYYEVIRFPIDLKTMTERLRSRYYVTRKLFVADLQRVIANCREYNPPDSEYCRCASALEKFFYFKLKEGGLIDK
#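 Titration-based screen in which CoA formation is detected via maleimide probe ThioGlo1 (50uM) turning fluorescent on thiol reaction; substrates H3(1-25) 75uM and acetyl-CoA 70uM, GCN5L2 20nM, 20 min incubation at room temperature.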
# TDP1 cell noCPT: qHTS for Inhibitors of human tyrosyl-DNA phosphodiesterase 1 (TDP1): qHTS in cells in absence of CPT; DT40 Tdp1-/- hTDP1 cells, no CPT, ATP luminescence, 48 h; Potency, µM (doses to about 46.2 µM), for inactives: at the top dose activity change, negative = growth inhibition, most hits filed as inhibitors; 420,000 tested, 15% active; AID 686978, 2013; note: nearly all actives have a fitted effect of over 55% in size
#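 Growth of hTDP1-complemented DT40 Tdp1-knockout cells is measured by ATP luminescence after at least 48 hr compound exposure at 37 °C, with DMSO substituting for the 20 nM CPT used in the parallel screen.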
# Starred values were filed as active, the others as inactive; ? = inconclusive; nt = no result given; & = joins results of further samples; [ ] = remark or other dose. Calls come from the whole dose curve; as a rule, active = well fitted curve in the direction sought with a large enough effect; inconclusive = small, poorly fitted or top-dose-only effect, or another doubt; inactive = no such curve, though single readings can be large; an effect the other way counts as inactive or inconclusive. % is set by controls: 0 for no effect and ±100 for the full control effect; potency is the fitted concentration of half-maximal effect.
# Start of the data: the first 3 compounds (preview)
SMILES	DT40 TDP1 CPT	KAT2A inh	TDP1 cell noCPT
CNC(=S)N/N=C1\C(=O)c2cccc3cccc1c23	29µM*	-13%	16µM*
O=C(COC(=O)c1ccc(S(=O)(=O)NCc2ccco2)cc1)NC1CCCCCC1	-2%	-1%	-14%
OC(COCC1COc2ccccc2O1)CN1CCN(c2ccccc2F)CC1 (stereo unspecified)	-23%	2%	?

# Main list (from the top)
SMILES	DT40 TDP1 CPT	KAT2A inh	TDP1 cell noCPT
CNC(=S)N/N=C1\C(=O)c2cccc3cccc1c23	29µM*	-13%	16µM*
O=C(COC(=O)c1ccc(S(=O)(=O)NCc2ccco2)cc1)NC1CCCCCC1	-2%	-1%	-14%
OC(COCC1COc2ccccc2O1)CN1CCN(c2ccccc2F)CC1 (stereo unspecified)	-23%	2%	?
COC(=O)C1(S(=O)(=O)c2cccc3nsnc23)CC1	-7%	-4%	?
Cc1cccc(NC(=O)c2oc3ccc(S(=O)(=O)N4CCC5(CC4)OCCO5)cc3c2C)c1C	16µM*	-21%	18µM*
Cc1cc(Cn2nc(-c3ccccc3)cc2C(=O)NCc2cccc(C(F)(F)F)c2)on1	?	-6%	?
Cc1c(NS(=O)(=O)c2cccc(C(=O)N3CCC(C(N)=O)CC3)c2)c(=O)n(-c2ccccc2)n1C	-6%	1%	-5%
O=C(CSc1nnc2sc3ccccc3n12)NCc1ccc2c(c1)OCO2	-5%	1%	-12%
O=C1Nc2ccc(Br)cc2C1(O)Cc1ccncc1 (stereo unspecified)	0%	0%	-10%
CC(=NNC(=S)N1CC2CCC(CC2)C1)c1ccncn1	0.037µM*	nt	0.029µM*
COc1ccc(CN(C)C2CCCCC2)c(C)c1C	-23%	?	-17%
COc1ccc(Nc2nccc(N(C)C)c2C#N)cc1	-2%	-23%	-15%
Cc1cc(C(=O)Nc2sc3c(c2C#N)CCC3)no1	?	-7%	?
O=C(N/N=C/c1coc2ccccc2c1=O)c1cc(O)cc(O)c1	-23%	-8%	?
c1cnc(SCCOc2cccc3ccccc23)nc1	-8%	-10%	-14%
CCOc1ccc(S(=O)(=O)N2CCN(C(=O)CCOc3ccccc3C)CC2)cc1	?	0%	18µM*
CCN(CC)CCCNC(=O)Cn1ncc2c3ccccc3n(Cc3ccccc3)c2c1=O	6%	-6%	-10%
CC(C)CC(=O)N/C(N)=N/c1nc2ccccc2o1	?	-8%	29µM*
O=c1cc(-c2ccc(O)cc2)oc2c(O)c(O)c(O)c(O)c12	23µM*	0%	?
Cc1ccc(N(CCC#N)C(=O)COC(=O)C2CCN(S(=O)(=O)c3ccc(C)c(C)c3)CC2)cc1	-12%	-5%	-38%

# Additional compounds.
SMILES	DT40 TDP1 CPT	KAT2A inh	TDP1 cell noCPT
Cc1cccn2c(=O)c(C=O)c(N3CCN(C)CC3)nc12	17%	-18%	2%
Cc1ccc(-n2nc(CO)c(C(=O)NC(C)CCCc3ccccc3)n2)cc1 (stereo unspecified)	?	-6%	21µM*
CC(OC(=O)C1CCN(c2ccc(C(F)(F)F)cn2)CC1)C(=O)NC1CCCCC1C (stereo unspecified)	?	4%	?
COCCNC(=O)CCC(=O)N1Cc2cccc(OC)c2Oc2ncccc21	1%	11%	?
CCn1cc(C(C)NC(=O)Nc2ccccc2C(=O)OC)c(C)n1 (stereo unspecified)	22%	-21%	-16%
COc1ccccc1CNC(=O)CN(C)CC(=O)Nc1ccccc1Br	?	-1%	?
NS(=O)(=O)c1cccc(NC(=O)COC(=O)COc2ccc3ccccc3c2)c1	0%	-23%	-5%
S=C(N/N=C/c1ccccc1Cl)Nc1ccccc1	16µM*	-2%	?
CC(C)CNc1nnnc2c1sc1nc(N3CCOCC3)c3c(c12)CCCC3	?	-1%	?
CC(C)c1nnc(NC(=O)CCC(=O)N2CCN(c3ccc(F)cc3)CC2)s1	-12%	-5%	13%
Cc1ccc(OCCNC(=O)c2cccc(S(=O)(=O)N3CCN(Cc4ccccc4)CC3)c2)cc1	?	nt	?
c1ccc(C2=NN(c3ccccc3)C(c3ccco3)C2)cc1 (stereo unspecified)	-3%	-16%	-23%
CCCCC(=O)Nc1nnc(/C=C/c2ccc(OC)cc2)s1	0%	-7%	-21%
Cc1ccc(C(=O)N/N=C\c2ccc(Br)o2)o1	-12%	2.5µM*	2%
COc1ccc(NC(=O)c2cc3nc(-c4ccccc4)cc(C)n3n2)cc1OC	?	-5%	?
CN(C(=O)c1cccc(NC(=O)Cc2ccc(NC(=O)C3CCCN(C(=O)C4CCCCC4)C3)cc2)c1)C1CCC1 (stereo unspecified)	?	nt	?
Cc1coc2cc3oc(=O)c4c(c3cc12)CCCC4	-29%	-6%	-23%
Cc1ccc2c(c1)-c1c(ssc1=S)C(C)(C)N2C(=O)CSC1=NCCS1	?	1%	?
CC(C)CNC(=O)CN(C1CCCCC1)S(=O)(=O)c1ccccc1	-27%	-2%	-20%
COc1ccc(CCC2(C)NC(=O)NC2=O)cc1 (stereo unspecified)	-19%	1%	-15%

# Exported field by field: part of the list above
Compound: COc1ccc(NC(=O)c2cc3nc(-c4ccccc4)cc(C)n3n2)cc1OC
  DT40 TDP1 CPT: ?	KAT2A inh: -5%	TDP1 cell noCPT: ?
Compound: CN(C(=O)c1cccc(NC(=O)Cc2ccc(NC(=O)C3CCCN(C(=O)C4CCCCC4)C3)cc2)c1)C1CCC1 (stereo unspecified)
  DT40 TDP1 CPT: ?	KAT2A inh: nt	TDP1 cell noCPT: ?
Compound: Cc1coc2cc3oc(=O)c4c(c3cc12)CCCC4
  DT40 TDP1 CPT: -29%	KAT2A inh: -6%	TDP1 cell noCPT: -23%
Compound: Cc1ccc2c(c1)-c1c(ssc1=S)C(C)(C)N2C(=O)CSC1=NCCS1
  DT40 TDP1 CPT: ?	KAT2A inh: 1%	TDP1 cell noCPT: ?

# (listing goes on)
SMILES	DT40 TDP1 CPT	KAT2A inh	TDP1 cell noCPT
CCOc1ccccc1C(=O)Nc1c(NC)c2ccccc2oc1=O	0%	-8%	?
Cc1ccc[n+](-c2[nH]c(=O)sc2/C=N/N=C(\[O-])c2cccnc2)c1	8%	-8%	-3%
COc1ccc(NC(=O)c2ccc(-n3c(C)ccc3C)cc2)c(OC)c1	?	3%	?
Cc1nc(N2CCC(C(N)=O)CC2)c2c(-c3cccs3)csc2n1	?	-8%	21µM*
COc1ccccc1CNC(=O)c1cccc(N2CCCS2(=O)=O)c1	-21%	5%	?
O=C(Nc1ccc(S(=O)(=O)Nc2ncccn2)cc1)c1ccccc1Cl	-4%&-3%	-9%&3%	-16%&-10%
Cc1cc(C)nc(SCC(=O)NN)n1	3%	2%	-14%
O=C(O)CCc1nn2c3ccccc3nc2n(CCN2CCCCC2)c1=O	6%	?	-1%
COC(=O)c1ccc2c(c1)C(NC(C)=O)CCc1cc(OC)c(OC)c(OC)c1-2 (stereo unspecified)	0.018µM*	nt	0.021µM*
O=c1oc2c3c4c(cc2s1)CCCN4CCC3	-6%	-11%	-11%
C[C@@H]1COC(=O)[C@H](Cc2ccc(F)cc2)CC/C=C/C[C@@H](CC(=O)N[C@@H](CO)Cc2ccccc2)C(=O)N1	?	0%	26µM*
CCCCNC(=O)C1CCN(S(=O)(=O)c2c(C)noc2/C=C\c2ccc(OC)cc2)CC1	-15%	-8%	-12%
COc1ccc(Br)cc1CNc1ccc(O)cc1	?	1%	?
O=C(NC1CCCC1)c1cc(Cl)ccc1[N+](=O)[O-]	-7%	2%	0%
CSc1cccc(NC(=O)C2CCN(S(=O)(=O)c3ccc(F)cc3)CC2)c1	?	nt	21µM*
O=C(O)c1nc(N2CCCC2)ncc1Cl	-2%	-15%	-6%
Cn1c(=O)[nH]c(=O)c2c1nc(CN1CCN(c3cccc(Cl)c3)CC1)n2CCc1ccccc1	?	-2%	?
CC1=NN(C(=O)CSCc2ccccc2)C(O)(c2ccc(Cl)cc2)C1 (stereo unspecified)	-28%	1%	?
Cc1cc(C)n2nc(C(=O)Nc3nnc(C4CC4)s3)nc2n1	-13%	2%	-15%
O=C(CCCn1c(=O)c2ccccc2n(Cc2ccccc2)c1=O)NCc1ccco1	12µM*	-17%	15µM*

# Laid out differently: 4 of the compounds above.
O=C(O)c1nc(N2CCCC2)ncc1Cl
  DT40 TDP1 CPT = -2% | KAT2A inh = -15% | TDP1 cell noCPT = -6%

Cn1c(=O)[nH]c(=O)c2c1nc(CN1CCN(c3cccc(Cl)c3)CC1)n2CCc1ccccc1
  DT40 TDP1 CPT = ? | KAT2A inh = -2% | TDP1 cell noCPT = ?

CC1=NN(C(=O)CSCc2ccccc2)C(O)(c2ccc(Cl)cc2)C1 (stereo unspecified)
  DT40 TDP1 CPT = -28% | KAT2A inh = 1% | TDP1 cell noCPT = ?

Cc1cc(C)n2nc(C(=O)Nc3nnc(C4CC4)s3)nc2n1
  DT40 TDP1 CPT = -13% | KAT2A inh = 2% | TDP1 cell noCPT = -15%

# The list continues.
SMILES	DT40 TDP1 CPT	KAT2A inh	TDP1 cell noCPT
Cn1c(NC(=O)c2cc(Br)ccc2Cl)cc(=O)n(C)c1=O	-7%	-8%	-7%
CC(C)(C)Nc1nc(Oc2ccc(=O)n(-c3ccccc3)n2)nc(N2CCOCC2)n1	?	-5%	21µM*
Cc1ccc(NS(=O)(=O)c2cccc(C(=O)N3CCN(C(=O)c4ccco4)CC3)c2)cc1	-25%	-2%	?
NC(=O)C1CCN(CC(=O)NC2CCCc3ccccc32)CC1 (stereo unspecified)	8%	-3%	-1%
CN(CC(=O)Nc1ccc(F)cc1)C(=O)COC(=O)c1ccc(-c2ccccc2)cc1	-22%	-3%	-6%
CCOc1ccccc1NC(=S)N(CCOC)C1CCN(C(C)=O)CC1	-8%	-2%	-14%
CCP(=O)(c1cccc([N+](=O)[O-])c1)c1cccc([N+](=O)[O-])c1	11%	-7%	-21%
COc1ccc(N=C2O/C(=C/c3sc(=S)n(CC4CCCO4)c3O)N=C2C#N)cc1 (stereo unspecified)	?	-19%	29µM*
C/C(Nc1ccc(Cl)cc1)=C(/C#N)C(N)=O	-1%	-5%[0.501 µM]	10%
CC(C)c1ccc(NC(=S)NC2CCN(Cc3ccccc3)CC2)cc1	?	1%	23µM*
O=C(NCCNCc1cccc(Cl)c1)c1ccco1	8%	nt	-6%
CCOc1ccc(-c2cn3c(n2)sc2cc(C(=O)NCCCN4CCCCC4)ccc23)cc1	1.6µM*	-7%	1.6µM*
CCO[C@H]1OC(C(=O)NCc2ccccc2)=C[C@@H](C2CCCCC2)[C@@H]1CCCO	18µM*	-5%	16µM*
COc1ccc(COC(=O)c2cccc(S(=O)(=O)N3CCN(C(C)=O)CC3)c2)cc1	?	-16%	21µM*
S=c1[nH]nc(CCc2ccccc2)n1Cc1ccccc1	-30%	14%	?
CCOc1ccc(Oc2ccccc2NC(=O)C2=COCCO2)cc1	16µM*	-9%	?
Cc1cccc2c(C(=O)Nc3ccc(Br)cc3)cc(-c3ccccn3)nc12	?	21%	?
COc1ccc(S(=O)(=O)Nc2ccc(N3CCOCC3)cc2)cc1	-14%	-1%	-1%
O=C(C[C@H]1CC[C@H]2[C@@H](COC[C@@H](O)CN2S(=O)(=O)c2ccccc2)O1)N[C@@H]1CCN(Cc2ccccc2)C1	4%	nt	-7%
O=C(Cn1nnc2ccccc21)Nc1ccc(Cl)cn1	0%	-12%	5%

# (continued)
SMILES	DT40 TDP1 CPT	KAT2A inh	TDP1 cell noCPT
CCOC(=O)c1cccc(-c2ccc(C=O)o2)c1	?	33%[activator]	?
CCN(c1cccc(C)c1)S(=O)(=O)c1ccc2c(c1)CCCN2C(C)=O	-28%	-6%	?
CN1C(=O)C(C)(C)c2cc(S(=O)(=O)NCC3CCC(C(=O)NCc4ccccc4)CC3)ccc21 (stereo unspecified)	?	-2%	16µM*
O=C(NCC1CCCO1)C1CCN(S(=O)(=O)c2cccc3cccnc23)CC1 (stereo unspecified)	6%	5%	-7%
O=C(NC1CCCCC1)c1ccc(-c2cn[nH]c2)c2ccoc12	23µM*	nt	16µM*
Cc1cc(=O)[nH]c(NNC(=O)c2ccc(Cl)cc2)n1	11%	nt	4%
Cc1ccc(Oc2cc([N+](=O)[O-])cc3c2C(=O)Nc2ccccc2O3)cc1	?	?	15µM*
O=C(O)c1n[nH]c2ccccc12	-11%	-7%	-14%
COc1ccc(/C=C(/C#N)C(=O)Nc2ccc(C)cc2C)cc1C(=O)O	3%	-8%	3%
